# PAFAH1B2 FP inh: blocks human PAF acetylhydrolase 1b catalytic subunit 2. AID 492953. inhibition, % at 3.39 µM. P68402. 340,000 compounds, 1.2% hits. recombinant PAFAH1B2, FP-rhodamine activity probe, fluorescence polarization;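 active = inhibition above the mean of all tested compounds plus 3 SD, cut at about 24% in these data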;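 note: 0% = enzyme with DMSO and 100% = wells lacking PAFAH1B2; many of its hits are not listed in these tables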
# Target sequence (P68402 whole entry, looked up): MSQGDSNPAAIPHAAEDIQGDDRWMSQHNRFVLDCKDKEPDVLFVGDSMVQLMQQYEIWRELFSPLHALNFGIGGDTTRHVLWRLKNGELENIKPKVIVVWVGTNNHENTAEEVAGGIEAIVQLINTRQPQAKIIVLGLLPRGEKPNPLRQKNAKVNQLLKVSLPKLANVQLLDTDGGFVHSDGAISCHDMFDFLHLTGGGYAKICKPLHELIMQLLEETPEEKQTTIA
# PAFAH1B3 FP inh: inhibitors of human PAFAH1B3; inhibition, % at 3.39 µM; Q15102; recombinant PAFAH1B3, FP-rhodamine probe, fluorescence polarization; 340,000 compounds, 0.28% hits;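 active = inhibition above the screen-wide average of all tested compounds plus 3 SD, cut at about 25% in these data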;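 note: 0% = enzyme with DMSO only and 100% = wells lacking PAFAH1B3 protein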
# Target sequence (Q15102 whole entry, looked up): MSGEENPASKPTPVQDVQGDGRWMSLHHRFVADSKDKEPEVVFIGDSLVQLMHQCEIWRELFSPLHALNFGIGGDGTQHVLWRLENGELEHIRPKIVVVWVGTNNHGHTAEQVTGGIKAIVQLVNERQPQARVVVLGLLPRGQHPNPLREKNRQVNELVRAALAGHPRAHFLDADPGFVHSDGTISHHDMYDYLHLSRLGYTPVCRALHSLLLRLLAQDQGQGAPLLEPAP
# An asterisk follows results filed as active.
PAFAH1B2 FP inh	PAFAH1B3 FP inh	Compound
-2	-4	COc1ccc(NC2CCCN(C(=O)c3cccc(N(C)C)c3)C2)cc1 (stereo not given)
12	8	CC(=O)Nc1ccc(S(=O)(=O)N2CCN(S(=O)(=O)c3ccc(NC(C)=O)cc3)CC2)cc1
8	8	CCN1C[C@@H]2[C@@H]3C(=O)N(Cc4ccccc4)C(=O)[C@@H]3[C@](C)(C1=O)N2C(=O)c1ccc(C)cc1
-2	7	CCN(CC(=O)NCc1cccs1)C(=O)c1ccc(S(=O)(=O)Nc2ccccc2OC)cc1
1	5	CCN(CC)c1ccc(NC(=O)Cn2c(C(C)NC(=O)c3ccc(C)cc3)nc3ccccc32)cc1 (stereo not given)
0	-4	O=C(Nc1ccc(C(=O)N2CCCC2)cc1)C1CCCCC1
2	-4	COc1ccc(-n2c(C)c(C(C)=O)c3cc(OC(C)=O)ccc32)cc1
-1	2	CC(C)(C)C(=O)Cn1ncc(Cl)c(Cl)c1=O
-17	-22	O=C(CSc1nc(NS(=O)(=O)c2ccccc2)cc(=O)[nH]1)Nc1cccc(C(F)(F)F)c1
-1	-4	Cc1cc(C)nc(SCC(=O)N/N=C/c2ccc3c(c2)OCO3)n1
7	13	COc1ccccc1N(C)S(=O)(=O)c1ccc(C(=O)NCc2ccccc2CN2CCCC2)cc1
4	5	Cc1ccc2c(CN3CCN(S(=O)(=O)c4ccc(Cl)cc4)CC3)cc(=O)oc2c1C
2	12	Cc1cc2c(=O)n(C)c(SCC(=O)NCC3CCCO3)nc2s1 (stereo not given)
8	7	Cc1ccc(Nc2ncnc(Cl)c2N)cc1
-1	9	Clc1ccc(CSc2cnnc3ccccc23)cc1Cl
1	7	COc1ccc(S(=O)(=O)N2CCCCC2)cc1NC(=O)CCc1cc(OC)c(OC)c(OC)c1
0	-3	CCCCCOc1ccc(C(=O)OCC(=O)Nc2cc(C)on2)cc1
4	2	CN(c1ccccc1C(=O)O)S(=O)(=O)c1ccc2[nH]c(=O)[nH]c2c1
4	-2	CCN(CC)c1ccc2cc(-c3nnc(-c4ccncc4)o3)c(=O)oc2c1
3	1	CC(c1ccccn1)C(C)(O)C(C)c1ccccn1 (stereo not given)
5	3	CCCCn1c(N)c(N(CCOC)C(=O)CCN2C(=O)C3CC=CCC3C2=O)c(=O)[nH]c1=O (stereo not given)
-4	4	CC1CCCCC12NC(=O)N(CC(=O)Nc1cccnc1Cl)C2=O (stereo not given)
0	6	CCCc1cc(C(=O)Nc2ccc(Cl)cn2)cs1
1	-2	CCC1CCC(N2CCN(c3ccc(F)cc3)CC2)CC1 (stereo not given)
1	6	CC12CC(O)C3C(CCC4=CC(=O)CCC43C)C1CCC2=CCO (stereo not given)
0	7	O=C(CCN=C1NS(=O)(=O)c2ccccc21)OCc1c(F)c(F)c(F)c(F)c1F
5	4	COC(=O)c1ccccc1NC(=O)c1onc(C)c1Cl
5	1	Cc1cccc(NC(=O)CSc2nnnn2C2CCCC2)c1
4	0	COc1ccc(C2=NN(C(=O)c3ccccc3)C(c3ccc(OC)c(OC)c3)C2)c(O)c1 (stereo not given)
2	8	CCC(=O)Nc1ccccc1-c1nc2ccccc2[nH]c1=O

# As entered above.
# O=C(CCN=C1NS(=O)(=O)c2ccccc21)OCc1c(F)c(F)c(F)c(F)c1F | PAFAH1B2 FP inh: 0
# COc1ccc(C2=NN(C(=O)c3ccccc3)C(c3ccc(OC)c(OC)c3)C2)c(O)c1 (stereo not given) | PAFAH1B3 FP inh: 0

# (cont.)
PAFAH1B2 FP inh	PAFAH1B3 FP inh	Compound
2	4	COC(=O)C(=O)C1CCc2c(Cl)cc(OC)c(OC)c2C1=O (stereo not given)
2	4	CN1C[C@@H]2[C@@H]3C(=O)N(C)C(=O)[C@@H]3[C@](C)(C1=O)N2C(=O)c1ccc(Br)cc1
4	4	O=c1c2ccccc2nnn1-c1ccccc1
3	5	C1CCN2C[C@@H]3C[C@@H](CN4CCCC[C@@H]34)[C@H]2C1
-1	9	COc1ccc(C2c3cc4c(cc3OC(N3CCOCC3)C2C)OCO4)c(OC)c1 (stereo not given)
-2	-10	Cc1ccc(S(=O)(=O)N(C)c2ccc(OCC(=O)OCc3cccc(Br)c3)cc2)cc1
7	5	COC(=O)COc1ccc(C(c2c(C)[nH][nH]c2=O)c2c(C)[nH][nH]c2=O)cc1
-3	15	Cc1ccc(NC(=O)Nc2ccc(Cl)cn2)cc1
-3	-1	CC(=O)Nc1ccc(S(=O)(=O)N/N=C/c2ccc(C)o2)cc1
3	4	CCOCCCNC(=O)c1oc2ccc3c(c2c1C)C(O)CC(C)(C)O3 (stereo not given)
0	13	CC1=CC2(C)C(C3C(C)=CC2(C)C(=O)C3(C)O)C(C)(O)C1=O (stereo not given)
2	4	O=C(/C=C/c1cccnc1)/C=C/c1cccnc1
6	8	CC(=O)Nc1ccc(OCc2ccccc2)cc1[N+](=O)[O-]
4	2	COc1cccc(CNC(=O)c2ccc(S(=O)(=O)N3CCOCC3)cc2)c1
9	9	BrC(=C\c1ccccc1)/C=N/n1cnnc1
3	1	CS(=O)(=O)c1cccc(C(=O)OCC(=O)c2ccc3c(c2)OCCO3)c1
1	-6	CCOC(=O)C1CCCN(CC(=O)Nc2ccc(C(=O)Nc3ccccc3OC)cc2)C1 (stereo not given)
2	-3	CCCn1c(N)c(N(CCOC)C(=O)c2c(CC)noc2C)c(=O)[nH]c1=O
0	-6	CN(CC(=O)Nc1cc(S(=O)(=O)N2CCCC2)ccc1Cl)Cc1nc2ccccc2c(=O)[nH]1
-4	6	CCCCCCCCCCCCCCCC[N+](C)(C)CCl
6	-5	COc1cc(C(=O)NCCc2ccc3c(c2)OCO3)cc(OC)c1OC
-1	2	NC(=O)c1cccc(N=Cc2cc(Cl)cc(Cl)c2O)c1
6	10	CCC1(c2ccccc2)SCC(c2ccccc2)=NC1=O (stereo not given)
8	3	COCCCNC(=S)NCCNc1nc2c(C)c(C)ccc2cc1C#N
6	-1	CC(Oc1ccccc1F)C(=O)NNC(=O)c1ccc(F)c(S(=O)(=O)N2CCOCC2)c1 (stereo not given)
0	2	C=C1C(=O)OC2C1C(OC(=O)C(C)=CC)CC(=C)C1C(O)C3OC3(C)C21O (stereo not given)
5	4	CCN(C(=O)COC(=O)CCCc1c[nH]c2ccccc12)c1c(N)n(Cc2ccccc2)c(=O)[nH]c1=O
5	7	CSc1ncc(C(=O)Nc2ccccc2)cn1
56*	83*	O=[N+]([O-])c1ccc(Sc2cccc[n+]2[O-])c2nonc12
5	6	O=C1CCC(=O)N1OCCCOc1ccc(Br)cc1Cl
7	4	CC(C)N(Cc1nc(-c2ccc(Cl)cc2)no1)C(=O)CCCN1C(=O)c2ccccc2C1=O
-4	1	CCOc1ccc(CCN2C(=S)N([C@@H](CC(C)C)CN3CCCC3CN3C(=S)NC[C@@H]3Cc3ccc(O)cc3)C[C@@H]2CC(C)C)cc1 (stereo not given in full)
7	10	O=C(NCCc1ccccc1)NC(Cc1ccccc1)C(=O)O (stereo not given)
9	5	Nc1ccc2c(c1)Cc1cc(N)c(Cl)cc1-2
1	8	COc1ccc(N=CC2CCCCC2=O)c([N+](=O)[O-])c1 (stereo not given)
19	11	O=C1/C(=C/c2ccccn2)SC(=S)N1Nc1ncc(C(F)(F)F)cc1Cl
4	8	O=C(OCC(=O)N1CCN(c2ccccc2)CC1)C1CCCN1S(=O)(=O)c1ccc(Cl)cc1 (stereo not given)
-1	4	Cc1cn(C2CCCCO2)c(=O)nc1NO (stereo not given)
1	6	C/C(=N/NS(=O)(=O)c1cccc([N+](=O)[O-])c1)c1ccc2c(c1)OCO2
4	8	CCCn1cnc2c(Sc3c([N+](=O)[O-])ncn3C)nc(N)nc21
0	8	CCN1C[C@@H]2[C@@H]3C(=O)N(Cc4ccccc4)C(=O)[C@@H]3[C@](Cc3ccccc3)(C1=O)N2C(=O)c1ccc(C(F)(F)F)cc1
-5	-2	COc1ccc(NS(=O)(=O)c2cc(NC(=O)C3=NN(c4ccccc4)C(=O)CC3)ccc2C)cc1
0	9	CCCCn1c2c(cc(C(=O)OC)c1=O)C(=O)CCC2
1	0	Oc1ccc2ccccc2c1CN1CCCCC1
2	12	CC(=NNc1nc2ccccc2o1)c1ncccn1
6	10	O=C(Cc1cccc(NC(=O)C2CCN(C(=O)C3CC3)CC2)c1)Nc1cccc(C(=O)N2CCOCC2)c1
0	6	Cc1cc(=O)n2c3ccccc3n(CC(O)CN3CCC(C)CC3)c2c1C#N (stereo not given)
2	7	Cc1ccc(S(=O)(=O)N2CCC[C@H]2C(=O)OCC(=O)N2c3ccccc3NC(=O)C2(C)C)cc1
-1	0	CC(C)(C)C(=O)Nc1ccc(C(=O)COC(=O)C2=COCCO2)cc1
1	5	O=C(c1cc(Br)ccc1Cl)N1CCN(c2ccccn2)CC1
1	9	CCOC(=O)c1ccc(-n2cc(C(=O)c3cccnc3)nn2)cc1
3	1	O=C(c1ccoc1)N1CCCC(N2CCN(c3cccc(Cl)c3)CC2)C1 (stereo not given)
3	0	Cc1cn(C2CCCO2)c(=O)nc1N (stereo not given)
0	12	O=C1NC[C@H](Cc2ccccc2)N(C[C@H]2CCCN2C[C@H](Cc2ccccc2)N2C[C@H](Cc3ccccc3)N(CCc3ccccc3)C(=O)C2=O)C1=O
-6	-6	CCCC(c1nnnn1C(C)(C)CC)N(Cc1ccco1)Cc1cc2ccc(OC)cc2[nH]c1=O (stereo not given)
5	11	O=[N+]([O-])c1cccc(C=NNc2ccc3ccccc3n2)c1O
1	3	Cc1ccc(C(=O)C2CC2)cc1C
4	10	CC(C)OCCCNc1nc2c(cnn2C)c(=O)[nH]1
4	6	COc1ccccc1C(=O)NCCOc1ccc(C)c(C)c1
-1	3	CN(O)C(=S)c1ccccc1

# (more compounds)
PAFAH1B2 FP inh	PAFAH1B3 FP inh	Compound
-12	-12	CC(C)(C)OC(=O)N(CCc1ccccc1)Cc1cccc(OCc2cccc(NC(=O)c3ccccc3)c2)c1
60*	56*	O=C(O)c1ccccc1NS(=O)(=O)c1ccc(NNC(=S)Nc2ccc(OC(F)F)cc2)c([N+](=O)[O-])c1
4	1	COC(=O)c1cccc(C(=O)N2CCCC(C(=O)c3ccccc3OC)C2)c1 (stereo not given)
2	7	Cc1cc(C)nc(SCSc2nc(C)cc(C)n2)n1
8	10	O=c1[nH]c(C(F)(F)C(F)(F)C(F)(F)F)no1
6	15	O=C1C[C@@H]2c3c(cccc3CN1Cc1ccccc1)C[C@@H](O)[C@H]2O
2	4	O=C(NCc1ccccc1)N1CCOc2ccccc21
3	-3	Brc1ccc(-c2nnc3sc(CN4CCc5ccccc5C4)cn23)cc1
1	4	Cc1ccccc1C(c1ccccc1Cl)N(C)C (stereo not given)
-1	1	COc1ccc(-c2csc(NC(=O)c3c(C)noc3C)n2)cc1F
-4	5	CN(Cc1ccccc1)C(=O)c1ccc(NC(=O)Cc2ccc(NC(=O)C3CCCN(C(=O)C4CC4)C3)cc2)cc1 (stereo not given)
1	0	Cn1ccc(C(=O)N/N=C/c2ccncc2)n1
5	7	CCc1nc(SCc2ccccc2C#N)n[nH]1
0	10	O=C(Nc1ccc(NS(=O)(=O)c2ccccc2)c(Cl)c1)c1ccccc1
-1	5	O=P(Cc1ccccc1)(Cc1ccccc1)c1ccccc1

# Structures from the list above that have an aryl thioether with sulfur outside any ring (ten):
PAFAH1B2 FP inh	PAFAH1B3 FP inh	Compound
-17	-22	O=C(CSc1nc(NS(=O)(=O)c2ccccc2)cc(=O)[nH]1)Nc1cccc(C(F)(F)F)c1
-1	-4	Cc1cc(C)nc(SCC(=O)N/N=C/c2ccc3c(c2)OCO3)n1
2	12	Cc1cc2c(=O)n(C)c(SCC(=O)NCC3CCCO3)nc2s1 (stereo not given)
-1	9	Clc1ccc(CSc2cnnc3ccccc23)cc1Cl
5	1	Cc1cccc(NC(=O)CSc2nnnn2C2CCCC2)c1
5	7	CSc1ncc(C(=O)Nc2ccccc2)cn1
56*	83*	O=[N+]([O-])c1ccc(Sc2cccc[n+]2[O-])c2nonc12
4	8	CCCn1cnc2c(Sc3c([N+](=O)[O-])ncn3C)nc(N)nc21
2	7	Cc1cc(C)nc(SCSc2nc(C)cc(C)n2)n1
5	7	CCc1nc(SCc2ccccc2C#N)n[nH]1

# Continued:
PAFAH1B2 FP inh	PAFAH1B3 FP inh	Compound
-1	-1	CCC(C)c1ccc(S(=O)(=O)N2CCN(C(=O)c3ccc(Cl)c(S(=O)(=O)N4CCOCC4)c3)CC2)cc1 (stereo not given)
-3	2	O=C(Nc1ccncc1)Nc1ccc(F)cc1
4	-5	O=C(CN(C1CC1)S(=O)(=O)c1ccc(S(=O)(=O)NC2CCCCC2)cc1)Nc1ccccc1
-4	7	C/C(=N\NC(=O)c1c(Cl)cnn1C)c1cccnc1

# 2 records drawn at random from those above, as already listed:
PAFAH1B2 FP inh	PAFAH1B3 FP inh	Compound
1	9	CCOC(=O)c1ccc(-n2cc(C(=O)c3cccnc3)nn2)cc1
3	5	C1CCN2C[C@@H]3C[C@@H](CN4CCCC[C@@H]34)[C@H]2C1

# Assay outcomes from PubChem.

# An excerpt; the hit share may differ from the screen's.
